# Screening results as filed in PubChem.
# ALOX12 inhib = inhibitors of human 12-lipoxygenase (ALOX12). purified 12-hLO, xylenol orange hydroperoxide absorbance. Potency, µM (highest dose often 57.1 µM), for the others: at the highest dose activity change, negative = inhibition, actives largely listed as inhibitors. hit rate 0.12% among 150,000; also: potency is read from the fitted curve at half-maximal effect; nearly all actives have a fitted effect of over 55% in size; many of its hits are not listed in these tables
#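 Purified human 12hLO (150 nM), preincubated 15 min with compound, then 40 uM arachidonic acid for 30 min, room temperature, Hepes pH 7.0 with 0.01% Triton X-100. Hydroperoxide detected by ferrous iron/xylenol orange; 573/405 nm absorbance ratio gives reaction progress.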
# 15-hLO-2 inh = inhibitors of human 15-lipoxygenase 2 (ALOX15B); O15296; purified 15hLO-2, xylenol orange hydroperoxide absorbance; Potency, µM (highest dose often 57.1 µM), for the others: at the highest dose activity change, negative = inhibition, usual class: inhibitors; hit rate 0.56% among 110,000; AID 881; also: potency is read from the fitted curve at half-maximal effect; nearly all actives have a fitted effect of over 60% in size; many of its hits are not listed in these tables
# Target sequence (O15296 whole entry, looked up): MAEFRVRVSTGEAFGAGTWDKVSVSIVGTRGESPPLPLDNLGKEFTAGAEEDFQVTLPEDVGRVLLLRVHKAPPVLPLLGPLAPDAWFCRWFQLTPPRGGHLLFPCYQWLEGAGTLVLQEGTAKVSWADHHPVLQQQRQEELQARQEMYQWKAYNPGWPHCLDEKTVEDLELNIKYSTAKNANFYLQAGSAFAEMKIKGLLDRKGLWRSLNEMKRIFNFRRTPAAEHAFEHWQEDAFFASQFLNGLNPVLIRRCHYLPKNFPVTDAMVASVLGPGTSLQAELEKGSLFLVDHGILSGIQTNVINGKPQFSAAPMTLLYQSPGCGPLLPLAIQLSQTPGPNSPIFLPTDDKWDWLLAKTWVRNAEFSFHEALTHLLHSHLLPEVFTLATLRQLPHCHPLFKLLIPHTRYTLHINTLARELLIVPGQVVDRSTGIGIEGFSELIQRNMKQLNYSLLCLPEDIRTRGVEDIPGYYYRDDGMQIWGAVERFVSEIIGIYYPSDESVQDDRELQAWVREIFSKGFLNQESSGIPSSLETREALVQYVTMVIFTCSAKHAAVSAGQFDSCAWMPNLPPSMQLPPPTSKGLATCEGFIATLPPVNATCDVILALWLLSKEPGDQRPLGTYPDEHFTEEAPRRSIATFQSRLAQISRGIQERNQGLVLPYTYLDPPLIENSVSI
#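 Enzyme 50 nM, AA 45 uM, 25 mM Hepes pH 7.5 + 0.01% Triton X-100; cpd preinc 15 min RT, rxn 90 min RT; stop/detect with 200 uM XO + 300 uM Fe(II) in 50 mM H2SO4, 30 min; A573/A405.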
# IMPase inh = IMPase inhibition in cells. AID 901. CHO-M1 cells, IP1 accumulation, HTRF TR-FRET ratio. inhibition (IP1 accumulation), % at 46.1 µM. 120,000 tested, under 10 active; active = well fitted curve in the direction sought with a large enough effect in the signal ratio, not every such curve was filed as active; inconclusive = small, poorly fitted or top-dose-only effect, or a change in a side signal; inactive = no such curve, though single readings can be large or run the other way; the % refers to the signal ratio;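 also: cells stimulated with carbachol in lithium chloride buffer; plate controls were DMSO basal wells for no effect and reference inhibitor wells for full effect; higher means more IMPase inhibition seen as more IP1 and lower FRET ratio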
# Target sequence (P97697 whole entry, looked up): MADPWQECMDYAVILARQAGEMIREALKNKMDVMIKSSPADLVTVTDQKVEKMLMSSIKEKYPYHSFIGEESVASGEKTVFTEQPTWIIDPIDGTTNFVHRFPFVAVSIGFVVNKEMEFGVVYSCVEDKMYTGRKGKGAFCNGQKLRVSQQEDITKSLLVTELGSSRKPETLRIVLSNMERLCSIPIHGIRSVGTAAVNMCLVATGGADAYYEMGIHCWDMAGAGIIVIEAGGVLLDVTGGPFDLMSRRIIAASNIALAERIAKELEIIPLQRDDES
#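 Elevated IP1 in lysates lowers TR-FRET signal (665/620 ratio and 620 channel reported). Cells were CHO-M1, given carbachol (50 uM as added) plus 50mM LiCl, pH 7.4, 30 min, 37C; compounds titrated up to 46 uM; AC50 by Hill equation.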
# PNC assembly inh = blocks assembly of the perinucleolar compartment | PC3M PTB-GFP, PNC prevalence imaging, 16 h; hits give low values | AID 2417 | hit rate 3.1% among 140,000 | activity change (PNC), negative = inhibition, % at 10 µM;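 active = readout at or below -70, meaning at least 70% loss of cells showing the perinucleolar compartment, a nuclear body marking cancer cells; inconclusive = readout between -30 and a set limit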;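 also: plate controls were DMSO wells for no effect and camptothecin positive control wells for full effect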
#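 Compounds are pinned in duplicate onto adhered PC3M cells stably expressing GFP-tagged PTB and incubated 16 h at 37 C. Cells are then fixed, nuclei stained with Hoechst, and PNC-positive cells counted.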
# * hit, by the source's call; ? = inconclusive; . = no result given; & = joins results of further samples; [ ] = another dose, or the depositor's remark. Unless noted, calls follow the shape of the dose curve; as a rule, active = well fitted curve in the direction sought with a large enough effect; inconclusive = small, poorly fitted or top-dose-only effect, or another doubt; inactive = no such curve, though single readings can be large; an effect the other way counts as inactive or inconclusive. Unless noted, % is scaled to controls: 0 for no effect and ±100 for the full control effect.
entry	SMILES	ALOX12 inhib	15-hLO-2 inh	IMPase inh	PNC assembly inh
1	CC(Cl)CCl (configuration not stated)	-1%	5%	.	.
2	N#Cc1c(Cl)nc(Cl)c2c1CCN(Cc1ccccc1)C2	-3%	.	.	12
3	Cn1c(O)c(C(=N)COc2ccccc2)c(=O)n(C)c1=O	-6%	-8%	-4	-4
4	c1ccc2c(c1)Sc1ccccc1N2C[C@H]1CN2CCC1CC2	-2%[11.4 µM]	11%[11.4 µM]	.	.
5	NCCc1c[nH]c2ccc(C(N)=O)cc12	-1%&-3%	21%&6%	-10&-1	.
6	CC(C)(C)C(O)C(Oc1ccc(Cl)cc1)n1cncn1 (configuration not stated)	3%	4%	8	?
7	O=C1C=CC(=O)c2c1ccc1c2ccc2ccccc21	?	?	-1[20.6 µM]	.
8	CC(C#N)CCC#N (configuration not stated)	-2%	-3%	.	.

# Some of the entries so far, with each value named:
[1] CC(Cl)CCl (configuration not stated)
  ALOX12 inhib: -1%	15-hLO-2 inh: 5%	IMPase inh: .	PNC assembly inh: .

[2] N#Cc1c(Cl)nc(Cl)c2c1CCN(Cc1ccccc1)C2
  ALOX12 inhib: -3%	15-hLO-2 inh: .	IMPase inh: .	PNC assembly inh: 12

# Taken from above.
# N#Cc1c(Cl)nc(Cl)c2c1CCN(Cc1ccccc1)C2 in ALOX12 inhib is entered as -3%
# CC(C)(C)C(O)C(Oc1ccc(Cl)cc1)n1cncn1 (configuration not stated) in IMPase inh is entered as 8

# The list continues:
entry	SMILES	ALOX12 inhib	15-hLO-2 inh	IMPase inh	PNC assembly inh
9	CC(=NCCCO)c1c(O)n(Cc2ccccc2)c(=O)[nH]c1=O	1%	.	?	?
10	O[C@@H]1[C@H](O)[C@H]2[C@@H](O)CCN2C[C@@H]1O	-4%	6%	0	.
11	CSc1ncc(/C=C2/C(=O)NC(=O)N(C)C2=O)cn1	-11%	2%	-5	5
12	CCCC(C)C(=O)NC1CCSC1=O (configuration not stated)	3%	-2%	-6	27
13	CCCN1[C@H](C(=O)OC)C[C@@H]2CC[C@@H](O)C[C@@H]21	-4%	-5%	.	.
14	COC(=O)[C@@H]1C[C@H]2CC[C@H](O)C[C@H]2N1CC1CC1	-2%	1%	.	.
15	O=[N+]([O-])c1ccc(Cl)c(Cl)c1	-3%	-1%	.	.
16	C[C@]12CC[C@H]3[C@@H](CCC4=CC(=O)CC[C@@H]43)[C@@H]1CC[C@@H]2O	0%[0.00818 µM]	-7%[0.0915 µM]	.	.
17	CCCN1C[C@H](C)N([C@H](c2ccc(C(=O)N(CC)CC)cc2)c2cccc(OC)c2)C[C@H]1C	1%	14%	7	.
18	CCOc1cc(-c2c(C#N)c(=O)[nH]c3c2c(C)nn3-c2ccc(F)cc2)ccc1O	?	-5%	-16	8
19	COc1cc([C@@H](O)CN)ccc1O	3%	5%	3	.
20	COc1ccccc1-n1c(-c2ccoc2)nc2ccccc2c1=O	0%	-2%	-1	2
21	O=CC(Cl)P(=O)(N1CCCCC1)N1CCCCC1 (configuration not stated)	-7%	8%	0	-3
22	CCOCCCNC(=O)CN1C2CCC1CC(O)(c1ccc(OC)cc1)C2 (configuration not stated)	3%	2%	-7	40
23	Oc1cccc(/C=N/NP(=S)(c2ccccc2)c2ccccc2)c1	-6%	-3%	3	8
24	Cc1cc(OCCCC(=O)NCc2cccs2)ccc1Cl	-2%	.	.	?
25	CC(C)n1c(=O)c(C=Nc2ccc(Cl)cc2)c(O)n(Cc2ccco2)c1=O	-1%	.	.	-16
26	CC12CNCC(C)(CNC1)C2O (configuration not stated)	3%	-3%	-1	-15
27	O=c1c2ccccc2nc(-c2ccco2)n1-c1ccc(Br)cn1	3%	0%	0	33
28	Cn1cccc1/C=C1/C(=O)NC(=O)N(Cc2ccccc2)C1=O	-12%	.	.	1
29	C=CCN(c1ccc(C(=O)N(CC)CC)cc1)S(C)(=O)=O	-1%	.	-18[1.84 µM]	-23
30	CC(=O)Nc1ccc(OC(=O)c2ccccc2N)cc1	4%	2%	-7	-6
31	OC(COCc1ccc(Cl)cc1)CN1CC=C(c2ccccc2)CC1 (configuration not stated)	?	34%[activator]	15	23
32	Cc1ccc(N2C(=O)NC(=O)/C(=C/c3cnc(-c4ccccc4)nc3)C2=O)cc1C	-18%	.	.	18
33	CN1CCN(CCC(=O)OC2CC3CCC(C2)N3C)CC1 (configuration not stated)	-2%	.	8	25
34	CN1CCCCC1c1ccc(-c2cccnc2)nc1 (configuration not stated)	1%	5%	.	.
35	Cc1ccc(P(=S)(c2ccc(C)o2)N2CCOCC2)o1	2%	-1%	23	-14
36	Cn1c(O)c(N=Nc2ccc(S(=O)(=O)N3CCOCC3)cc2)c(=O)n(C)c1=O	7%	.	3	?
37	Cc1cc(N(CCCl)CCCl)ccc1/C=N/NC(=O)c1ccco1	-3%	-1%	5	-11
38	CCOP(=S)(OCC)Oc1nc(Cl)c(Cl)cc1Cl	?	-4%	.	.
39	CN1C2CCC1CC(OC(c1ccccc1)c1ccccc1N)C2 (configuration not stated)	6%	21%	.	.
40	CCC1CN(C)CCC1(OC(C)=O)c1ccccc1 (configuration not stated)	8%	.	8	-1
41	CC12CN3CC(C)(CN(C1)P3(=O)Oc1ccccc1)C2=O (configuration not stated)	-1%	4%	1	?
42	CCC(=NCCOc1ccc(Cl)cc1)c1c(O)n(C)c(=O)n(C)c1=O	-7%	5%	13	48
43	CC[N+]1(C)CCCC(OC(=O)C(O)(c2ccccc2)c2ccccc2)C1 (configuration not stated)	-1%&1%	4%	.	-17
44	Cc1nonc1OCCNCCNc1ccc([N+](=O)[O-])c2cccnc12	-3%	.	.	13
45	CC12CN3CC(C)(CN(C1)C3c1cccs1)C2 (configuration not stated)	-3%	4%	4	9
46	COc1cc2c3cc1Oc1cc(ccc1O)C[C@@H]1c4c(cc(OC)c(O)c4Oc4cccc(c4)C[C@H]3N(C)CC2)CC[N+]1(C)C	9%[25.6 µM]	32%[activator][25.6 µM]	-1[20.6 µM]	.
47	CN(C)[C@@H]1C(=O)C(C(N)=O)=C(O)[C@@]2(O)C(=O)C3=C(O)c4c(O)cccc4[C@@](C)(O)C3CC12 (some centres not stated)	-8%[0.00818 µM]	7%[0.0915 µM]	.	.
48	CCN1c2nc3c(C)cccn3c(=O)c2CC2(C(=O)N(C)C(=O)N(C)C2=O)C1C (configuration not stated)	7%	0%	-14	-3
49	CN(C(=O)Oc1ccc(Cl)c2cccnc12)c1ccccc1	-1%	.	.	46
50	O=C(c1cccs1)C1CN2CCC1CC2 (configuration not stated)	0%	5%[2.29 µM]	14	2
51	O=C(O)[C@H]1[O][Sb][O][C@@H](C(=O)O)C1O (some centres not stated)	2%[11.4 µM]	10%[11.4 µM]	.	.
52	CCC1(CC)C(=O)NC(=NCCc2c[nH]c3ccccc23)NC1=O	-2%	8%	-3	?
53	Cc1ccc(N(C)C(=O)Oc2cccc3ccc(C)nc23)cc1	7%	2%	4	?
54	CCC(=NCCO)c1c(O)n(-c2ccc(Cl)cc2)c(=O)[nH]c1=O	0%	-5%	0	6
55	COc1ccc2c(c1OC)C(=O)OC2c1c(O)n(Cc2ccc(F)cc2)c(=O)[nH]c1=O (configuration not stated)	-4%	-2%	2	26
56	O=C(OCC(=O)c1ccc([N+](=O)[O-])cc1)/C(=C\c1ccc(Cl)cc1)NC(=O)c1ccccc1	-6%	-1%	9	18
57	O=c1[nH]c(=O)n(C2CCCCC2)c(O)c1C=Nc1ccc(N2CCOCC2)cc1	-5%	.	.	-97*
58	CCN(CC)CCCN=Cc1c(O)n(-c2ccccc2F)c(=O)[nH]c1=O	-6%	-2%	3	-22
59	O=C(C[C@H](c1ccccc1)c1c(O)c2ccccc2oc1=O)c1ccccc1	-4%[11.4 µM]	-1%[11.4 µM]	.	.
60	CCCCC(=O)N/N=C/c1c(O)n(Cc2ccco2)c(=O)[nH]c1=O	0%	.	-14	18
61	COc1ccc2cc1Oc1ccc(cc1)CC1c3cc(c(OC)cc3CCN1C)Oc1c(OC)c(OC)cc3c1C(C2)N(C)CC3 (configuration not stated)	9%	50%[activator]	.	.
62	CCN1CCC2(CC1)NC(CO)(CO)CO2	3%	-4%	-5	2
63	O=C(Cl)C(Cl)(Cl)Cl	2%	-9%	.	.
64	Cc1c(C(=O)N2CCC3(CC2)OCCO3)oc2ccc(S(=O)(=O)N3CCOCC3)cc12	2%	3%	5	46

# From entry 47 as far as 61, copied from above:
entry	SMILES	ALOX12 inhib	15-hLO-2 inh	IMPase inh	PNC assembly inh
47	CN(C)[C@@H]1C(=O)C(C(N)=O)=C(O)[C@@]2(O)C(=O)C3=C(O)c4c(O)cccc4[C@@](C)(O)C3CC12 (some centres not stated)	-8%[0.00818 µM]	7%[0.0915 µM]	.	.
48	CCN1c2nc3c(C)cccn3c(=O)c2CC2(C(=O)N(C)C(=O)N(C)C2=O)C1C (configuration not stated)	7%	0%	-14	-3
49	CN(C(=O)Oc1ccc(Cl)c2cccnc12)c1ccccc1	-1%	.	.	46
50	O=C(c1cccs1)C1CN2CCC1CC2 (configuration not stated)	0%	5%[2.29 µM]	14	2
51	O=C(O)[C@H]1[O][Sb][O][C@@H](C(=O)O)C1O (some centres not stated)	2%[11.4 µM]	10%[11.4 µM]	.	.
52	CCC1(CC)C(=O)NC(=NCCc2c[nH]c3ccccc23)NC1=O	-2%	8%	-3	?
53	Cc1ccc(N(C)C(=O)Oc2cccc3ccc(C)nc23)cc1	7%	2%	4	?
54	CCC(=NCCO)c1c(O)n(-c2ccc(Cl)cc2)c(=O)[nH]c1=O	0%	-5%	0	6
55	COc1ccc2c(c1OC)C(=O)OC2c1c(O)n(Cc2ccc(F)cc2)c(=O)[nH]c1=O (configuration not stated)	-4%	-2%	2	26
56	O=C(OCC(=O)c1ccc([N+](=O)[O-])cc1)/C(=C\c1ccc(Cl)cc1)NC(=O)c1ccccc1	-6%	-1%	9	18
57	O=c1[nH]c(=O)n(C2CCCCC2)c(O)c1C=Nc1ccc(N2CCOCC2)cc1	-5%	.	.	-97*
58	CCN(CC)CCCN=Cc1c(O)n(-c2ccccc2F)c(=O)[nH]c1=O	-6%	-2%	3	-22
59	O=C(C[C@H](c1ccccc1)c1c(O)c2ccccc2oc1=O)c1ccccc1	-4%[11.4 µM]	-1%[11.4 µM]	.	.
60	CCCCC(=O)N/N=C/c1c(O)n(Cc2ccco2)c(=O)[nH]c1=O	0%	.	-14	18
61	COc1ccc2cc1Oc1ccc(cc1)CC1c3cc(c(OC)cc3CCN1C)Oc1c(OC)c(OC)cc3c1C(C2)N(C)CC3 (configuration not stated)	9%	50%[activator]	.	.

# These rows are one share of the data; count on the stated rates, not on these rows.
